Assay outcomes: PubChem, National Center for Advancing Translational Sciences (NCATS)
15-hLO-2 inh: blocks human 15-lipoxygenase 2 activity | purified 15hLO-2, xylenol orange hydroperoxide absorbance | 110,000 tested, 0.56% active | O15296 | Potency, µM (titrated, usually from 57.1 µM), inactives show top-dose activity change, negative = inhibition, most hits filed as inhibitors | AID 881; note: potency is the fitted concentration of half-maximal effect; nearly all actives have a fitted effect of over 60% in size; many of its hits are not listed in these tables
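Purified human 15hLO-2 (50 nM final) preincubated with compounds 15 min at room temperature in 25 mM Hepes pH 7.5, 0.01% Triton X-100, then 45 uM arachidonic acid added for 90 min; hydroperoxide detected via ferrous/xylenol orange, 573/405 nm absorbance ratio.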
ALOX12 inhib: 12-hLO (ALOX12) enzyme inhibition; P18054; purified 12-hLO, xylenol orange hydroperoxide absorbance; Potency, µM (highest dose often 57.1 µM), for the others: at the highest dose activity change, negative = inhibition, usual class: inhibitors; 150,000 tested, 0.12% active; AID 1452; note: potency is the fitted concentration of half-maximal effect; nearly all actives have a fitted effect of over 55% in size; many of its hits are not listed in these tables
Target sequence (P18054 whole entry, looked up): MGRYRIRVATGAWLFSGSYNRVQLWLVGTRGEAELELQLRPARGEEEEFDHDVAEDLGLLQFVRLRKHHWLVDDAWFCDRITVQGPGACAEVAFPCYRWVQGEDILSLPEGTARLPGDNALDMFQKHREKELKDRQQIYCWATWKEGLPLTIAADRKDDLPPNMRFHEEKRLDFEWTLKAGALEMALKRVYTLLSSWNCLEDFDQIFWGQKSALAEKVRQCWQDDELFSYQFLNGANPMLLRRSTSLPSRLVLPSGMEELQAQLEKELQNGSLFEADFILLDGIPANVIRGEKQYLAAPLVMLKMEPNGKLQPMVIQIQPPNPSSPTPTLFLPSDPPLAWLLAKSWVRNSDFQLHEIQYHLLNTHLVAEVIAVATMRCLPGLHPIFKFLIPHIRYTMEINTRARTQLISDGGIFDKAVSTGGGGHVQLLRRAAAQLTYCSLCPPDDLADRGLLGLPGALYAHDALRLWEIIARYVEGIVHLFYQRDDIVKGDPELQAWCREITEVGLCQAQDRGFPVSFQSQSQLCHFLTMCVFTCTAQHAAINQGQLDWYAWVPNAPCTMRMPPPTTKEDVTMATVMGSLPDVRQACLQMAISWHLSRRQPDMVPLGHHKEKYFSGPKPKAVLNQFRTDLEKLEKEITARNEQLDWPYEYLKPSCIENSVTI
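Hydroperoxide output read as Fe(III)-xylenol orange absorbance, 573-to-405 nm ratio, after 30 min reaction with 40 uM arachidonic acid. Enzyme: 150 nM purified human 12hLO, 15 min compound preincubation; 25 mM Hepes pH 7.0, room temperature.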
IMPase inh: membrane-permeable compound that blocks inositol monophosphatase. CHO-M1 cells, IP1 accumulation, HTRF TR-FRET ratio. inhibition (IP1 accumulation), % at 46.1 µM. AID 901. P97697. 120,000 tested, under 10 active; active = well fitted curve in the direction sought with a large enough effect in the signal ratio, not every such curve was filed as active; inconclusive = small, poorly fitted or top-dose-only effect, or a change in a side signal; inactive = no such curve, though single readings can be large or run the other way; the % refers to the signal ratio;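 note: cells stimulated with carbachol in lithium chloride buffer; plate controls were DMSO basal wells for no effect and reference inhibitor wells for full effect; higher means more IMPase inhibition seen as more IP1 and lower FRET ratio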
Target sequence (P97697 whole entry, looked up): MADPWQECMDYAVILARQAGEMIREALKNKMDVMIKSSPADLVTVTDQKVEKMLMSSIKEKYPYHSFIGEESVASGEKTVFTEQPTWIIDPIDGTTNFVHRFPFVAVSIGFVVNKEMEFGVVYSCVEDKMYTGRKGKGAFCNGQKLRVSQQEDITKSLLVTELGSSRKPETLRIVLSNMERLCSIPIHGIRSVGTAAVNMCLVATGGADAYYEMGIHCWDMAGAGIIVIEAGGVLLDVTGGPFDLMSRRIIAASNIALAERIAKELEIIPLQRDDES
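Elevated IP1 in lysates lowers TR-FRET signal (665/620 ratio and 620 channel reported). Cells were CHO-M1, given carbachol (50 uM as added) plus 50mM LiCl, pH 7.4, 30 min, 37C; compounds titrated up to 46 uM; AC50 by Hill equation.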
PNC inhibitor: blocks assembly of the perinucleolar compartment; PC3M PTB-GFP, PNC prevalence imaging, 16 h; hits give low values; activity change (PNC), negative = inhibition, % at 10 µM; 140,000 tested, 3.1% active; AID 2417;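 active = readout at or below -70, meaning at least 70% loss of cells showing the perinucleolar compartment, a nuclear body marking cancer cells; inconclusive = readout between -30 and a set limit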;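 note: plate controls were DMSO wells for no effect and camptothecin positive control wells for full effect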
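Compounds are pinned in duplicate onto adhered PC3M cells stably expressing GFP-tagged PTB and incubated 16 h at 37 C. Cells are then fixed, nuclei stained with Hoechst, and PNC-positive cells counted.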
* marks the source's active call; other numbers are inactive results; ? = inconclusive; / = not tested or not shown; [ ] = remark or other dose. Unless noted, calls come from the whole dose curve; as a rule, active = well fitted curve in the direction sought with a large enough effect; inconclusive = small, poorly fitted or top-dose-only effect, or another doubt; inactive = no such curve, though single readings can be large; an effect the other way counts as inactive or inconclusive. Unless noted, % is set by controls: 0 for no effect and ±100 for the full control effect.

SMILES	15-hLO-2 inh	ALOX12 inhib	IMPase inh	PNC inhibitor
CCn1nnnc1SCC(=O)N1CCOCC1	-3%	2%	-3	30
O=C(Nc1ccccc1)NC1(C(=O)NCc2ccco2)CCCCC1	-1%	2%	-8	-6
O=C1NC(=S)S/C1=C1\Sc2ccccc2N1CCCS(=O)(=O)O	?	?	?	-6
O=C(CCc1ccccc1)Nc1nc2ccc(S(=O)(=O)N3CCOCC3)cc2s1	3%	4%	5	?
O=C(O)/C(Cc1cn[nH]n1)=N\O	-1%[11.4 µM]	-4%[11.4 µM]	/	/
O=C(O)COc1ccc(-c2nnn(Cc3ccccc3F)n2)cc1	5%	3%	25	4
O=C(/C=C/c1cccs1)c1cc(Br)ccc1OC(=O)N1CCOCC1	/	-4%	/	23
CCOC(=O)C1=C(Nc2ccccc2)CC(C)(O)C(C(=O)OCC)C1c1ccccc1 (stereo not given)	/	-4%	/	-29
O=C(O)c1ccc(C[n+]2c(-c3ccccc3)csc2Nc2ccccc2)cc1	/	0%	-3	72
CCCCn1c(O)c(N=Nc2ccccn2)c2ccccc21	/	0%	/	-2
COC(=O)C1C(c2ccccc2)C(C(=O)N2CCN(C)CC2)C1c1ccccc1 (stereo not given)	1%	0%	7	-24
O=C(OCc1ccc(COC(=O)c2ccccn2)cc1)c1ccccn1	5%	3%	6	-2
COc1ccc(-c2noc(COc3ccccc3OC)n2)cc1OC	-3%	4%	-2	-10
CCN1CCN(CCNC(=O)c2ccc(CS(=O)(=O)c3c(Cl)cccc3Cl)o2)CC1	10%	0%	10	49
COc1cccc(NC(=O)CC2S/C(=N\S(=O)(=O)c3ccccc3)N(c3ccccc3)C2=O)c1 (stereo not given)	/	-4%	/	3
O=C(c1ccc(CN2CCc3ccccc3C2)cc1)N1CCN(c2ccccc2)CC1	/	2%	/	-3
COc1ccc(CNC(=O)C(c2ccco2)N(Cc2cccs2)C(=O)Cc2cccs2)cc1 (stereo not given)	-7%[2.29 µM]	-5%	11	-12
C=CCN1C(=O)C2C(C(=O)NC)C3(C)C=CC2(O3)C1C(=O)NCc1ccc(OC)cc1 (stereo not given)	-7%	-3%	-7	32
OCc1nc2ccccc2n1CCCOc1ccccc1	24%	1%	-3	?
O=C(NNC(=O)C1COc2ccccc2O1)c1ccccc1 (stereo not given)	7%	-6%	2	-1
N/C(=N\OC(=O)CC1CCCCC1)c1ccccn1	10%	3%	-4	110
CCOc1ccc(-n2c(SCc3cc(=O)oc4cc(C)ccc34)nnc2-c2cccnc2)cc1	/	-5%	13	34
COCCn1c(-c2ccc(OC)cc2)cnc1SCC(=O)Nc1cc(C)on1	0%	-2%	11	?
Cc1nc(Nc2ccc(S(=O)(=O)N3CCCCC3C)cc2)c2nnn(Cc3ccccc3)c2n1 (stereo not given)	/	3%	2	-29
CCOC(=O)c1ccc(NC(=S)Nc2ccccc2)cc1	/	-4%	/	-30
COC(=O)c1nc2n(n1)C(c1ccc([N+](=O)[O-])cc1)C(C(=O)Nc1ccc(Cl)cc1)=C(C)N2 (stereo not given)	/	-1%	0	?
Cc1nc2nc(COc3ccccc3)nn2c(C)c1Cl	3%	-4%	5	5
Cc1ccc(-c2nn3c(C)nnc3s2)cc1NC(=O)c1ccc(Br)o1	-1%	4%	5	10
COc1cc(C)ccc1OCCCON1C(=O)CCC1=O	2%	-4%	4	38
Cn1cnc([N+](=O)[O-])c1Nc1cccc(O)c1	-18%	-12%	-2	-26
COC(=O)c1cc2oc(C)cc2n1CC(=O)N1CCCc2ccccc21	-20%	-12%	7	21
CC(=O)Nc1ccc(S(=O)(=O)N(C)c2ccc(O)cc2)cc1	0%	1%	4	-5
COC(=O)CSc1nc2cc(Cl)ccc2c(=O)n1C1CCCC1	-4%	-6%	4	?
Cn1nc(-c2ccc(N3CCOCC3)c(NS(=O)(=O)c3ccccc3)c2)c2ccccc2c1=O	-21%	2%	8	?
C/C(=N\NC(=O)c1nn(C)cc1Br)c1cccc(NC(=O)C(C)(C)C)c1	14%	-1%	-6	0
CCOC(=O)C(CC)/C(C)=N/NC(=O)c1ccc([N+](=O)[O-])cc1 (stereo not given)	5%	1%	1	4
O=C(O)CCCC[C@H]1SC[C@H]2NC(=O)N[C@@H]21	5%[25.6 µM]	4%[25.6 µM]	-1[20.6 µM]	/
CCOc1ccc(CN(C(=O)c2oc3ccccc3c2C)C2CCS(=O)(=O)C2)cc1 (stereo not given)	-1%	-9%	2	-17
Cc1ccccc1C(=O)NNC(=O)Cc1cccc2ccccc12	-5%	1%	9	?
O=C(CCc1ccccc1)Nc1cc2c(cc1Cl)OCCO2	/	-1%	/	-109*
COc1ccccc1CNC(=O)COC(=O)c1ccc(NC(N)=O)cc1	6%	-2%	5	11
CN(CC(O)COc1c(F)cc(Br)cc1F)C1CCCCC1 (stereo not given)	/	0%	/	8
COc1ccc(NC2=NCCC(=O)N2Cc2cccs2)cc1	-1%	-2%	1	8
COc1ccc(CNc2cc([N+](=O)[O-])ccc2OC)cc1	1%	2%	1	89
O=C(OCC(=O)c1ccc(Cl)s1)c1ccc2ccccc2n1	/	-7%	-10	-16
COc1ccc2[nH]c(=O)c(CN(Cc3ccc(C)cc3)Cc3nnnn3CC3CCCO3)cc2c1 (stereo not given)	3%	-18%	13	5
COc1ccc(-c2csc(NC(=O)C3CCCO3)n2)cc1 (stereo not given)	-16%	-5%	4	-29
CC1(C)Cc2c(sc(/N=C/N3CCCCC3)c2C#N)C(C)(C)N1	-24%	-4%	4	-14
COc1ccc(/C=C/C(=O)OCc2csc(-c3ccccc3)n2)cc1OC	/	5%	/	14
c1coc(C2Nc3ccccc3C3OCCC23)c1 (stereo not given)	15%	8%	1	42
Cc1ccc(C(C)NC(=O)c2cc(C)oc2C)cc1 (stereo not given)	-11%	-1%	6	3
Cc1ccc(CNC(=O)c2cccc(S(C)(=O)=O)c2)cc1	-2%	11%	-1	?
CN1C(=S)SC(N2OC3C(=O)N(c4ccccc4)C(=O)C3C2c2ccc(Cl)cc2)C1(C)C (stereo not given)	/	-2%	9	66
COc1cc2c(cc1OC)/C(=C/c1ccc(Cl)cc1)C(=O)OC2	/	0%	/	19
COc1ccc(CNC(=O)CSc2nnc(-c3ccc(NC(C)=O)cc3)n2C)cc1	7%	-4%	-6	?
CC1Cc2ccccc2N1C(=S)NC(=O)c1cccc(Br)c1 (stereo not given)	/	-3%	/	?
CCC(CC)C(=O)Nc1ccc(Sc2ccc([N+](=O)[O-])cc2)cc1	7%	-15%	16	?
CC(=O)N1CCc2cc(S(=O)(=O)CCC(=O)N3CCN(C(=O)c4ccco4)CC3)ccc21	/	0%	-8	-18
O=C(NCCc1nc2ccccc2[nH]1)c1ccc(F)cc1	3%	0%	3	20
COCCn1c(SCC(=O)OC(C)C)nnc1-c1ccccc1	-3%	-2%	4	11

3 compounds out of the list, ordered by molecular weight, descending:
SMILES	15-hLO-2 inh	ALOX12 inhib	IMPase inh	PNC inhibitor
COc1ccc(/C=C/C(=O)OCc2csc(-c3ccccc3)n2)cc1OC	/	5%	/	14
COc1cc2c(cc1OC)/C(=C/c1ccc(Cl)cc1)C(=O)OC2	/	0%	/	19
Cc1ccc(CNC(=O)c2cccc(S(C)(=O)=O)c2)cc1	-2%	11%	-1	?

Following part
SMILES	15-hLO-2 inh	ALOX12 inhib	IMPase inh	PNC inhibitor
Cc1cc(=O)oc2cc(OC(=O)c3nn(C(C)C)c(=O)c4ccccc34)ccc12	/	1%	/	86
COc1ccc(-c2nnc3sc(C4CCCCC4)nn23)cc1OC	1%	-2%	10	-24
O=C(O)Cc1cccc2c(=O)cc(-c3ccccc3)oc12	-10%[11.4 µM]	4%[11.4 µM]	/	/
COc1ccc(/C(O)=C2/C(=O)C(=O)N(c3ncccn3)C2c2ccc(OC)cc2)cc1 (stereo not given)	/	5%	/	-19
Cc1cccc(NC(=O)Cn2nnc(-c3ccc(CN4CCCC4)cc3)n2)c1C	8%	7%	0	6
COc1ccc(C(=O)CN2CCN(c3ccc(F)cc3)CC2)cc1OC	-7%	-2%	1	62
COc1ccc(S(=O)(=O)N2CCOCC2)cc1OC	/	0%	/	-18
CN(C)S(=O)(=O)c1ccc(Nc2ccc(-c3ccc4c(c3)OCCO4)nn2)cc1	-9%	-3%	2	6
CCOC(=O)CNC(=O)CNC(=O)c1ccc(OCC(C)C)cc1	-2%	-3%	0	30
CCCC1=C(C(=O)OCC)C(c2ccc(NC(C)=O)cc2)NC(=O)N1 (stereo not given)	4%	-3%	-7	40
Cc1ccc(OC(C)C(=O)Nc2ccc(S(=O)(=O)Nc3cc(C)on3)cc2)cc1 (stereo not given)	-2%	-1%	6	?
O=C(Nc1ccc2oc(-c3ccncc3)nc2c1)c1ccccc1F	-6%	1%	-15	4
Cc1ccc(/C=N/NC(=O)CSc2nnc(-c3ccc(Cl)cc3)n2-c2ccc(Cl)cc2)o1	/	2%	/	24
CC1CN(C2CCCCC2)c2nc3c(c(=O)[nH]c(=O)n3C)n2C1 (stereo not given)	0%	0%	10	-4
O=C(Nc1ccon1)c1csc2c1CCCC2	-11%	2%	-4	?
O=C(Nc1ccncc1)c1ccc2c(c1)OCCO2	-3%	-3%	8	17
O=c1c(-c2cc(O)c(O)c(O)c2)coc2cc(O)c(O)c(O)c12	24%	-2%	/	/
CN(C)S(=O)(=O)c1ccc2c(c1)c(=O)c(C(=O)NCCCN1CCCCCC1)cn2C	/	-1%	7	-23
Cc1ccc(C)c(NC(=O)CSc2nnc(-c3n[nH]c4ccccc34)o2)c1	/	-3%	/	13
CSc1nc(N)nc(SCC(=O)Nc2cccc(F)c2)c1C#N	/	-3%	14	-26
COc1cccc(NC(=O)CCCn2c(=O)[nH]c3ccccc3c2=O)c1	5%	-8%	-5	-24
Cc1ccccc1CSCCNC(=O)c1ccccc1	/	-1%	/	4
CCOc1ccc(N(C(C)=O)C2C=CS(=O)(=O)C2)cc1 (stereo not given)	-4%	-2%	11	-1
CCc1nnc(NC(=O)c2cccc(S(=O)(=O)N3CC(c4ccccc4)CC3=O)c2)s1 (stereo not given)	-10%	-1%	-2	-12
Cc1occc1-c1nnc(SCC(=O)Nc2nc(C(C)(C)C)cs2)o1	-5%	3%	15	?
COC(=O)c1sc(N)c(C(=O)OC)c1COC(=O)c1c(C)noc1C	-8%	-9%	2	-21
O=C1CCCN1CCC1CCN(C2CC(=O)N(c3ccc(F)cc3)C2=O)CC1 (stereo not given)	?	-16%	12	-112*
COCc1cc(C)nc(N2CCN(Cc3ccccc3)CC2)c1C#N	1%	-5%	-1	?
CCCCNc1nc(C)nc2c1nc(-c1ccccc1)n2C(C)CCCN(CC)CC (stereo not given)	42%[activator]	-1%	/	/
O=C(NN=C1CCN(Cc2ccccc2)CC1)c1ccccc1	/	-2%	3	?

Entries of single compounds from above.
Entry for CCCCNc1nc(C)nc2c1nc(-c1ccccc1)n2C(C)CCCN(CC)CC (stereo not given) → 15-hLO-2 inh = 42%[activator]; ALOX12 inhib = -1%; IMPase inh = /; PNC inhibitor = /
Entry for O=c1c(-c2cc(O)c(O)c(O)c2)coc2cc(O)c(O)c(O)c12 → 15-hLO-2 inh = 24%; ALOX12 inhib = -2%; IMPase inh = /; PNC inhibitor = /

Going on with the list:
SMILES	15-hLO-2 inh	ALOX12 inhib	IMPase inh	PNC inhibitor
CCN(CC)CCN(C)Cc1ccc(Br)cc1	-6%	-12%	3	4
COc1ccc(/C=N/OCC(=O)N(Cc2ccccc2)c2ccccc2C(=O)O)cc1	/	-2%	/	?
COCCCNC(=O)Cn1cc(C(C)=O)c2ccccc21	0%	-2%	11	?
N#CC1=C(N)C2=CCCC[C@H]2[C@H](c2ccccc2)C1(C#N)C#N	/	-5%	/	?

The list is partial; the hit share may differ from the screen's.
